Screening results: PubChem, The Scripps Research Institute Molecular Screening Center
TEAD-YAP block = TEAD-YAP interaction inhibition; HEK-TIYL cells, TEAD-Gal4/YAP UAS-luciferase luminescence; inhibition, % at 9.12 µM; 640,000 compounds, 1.4% hits; AID 1259422; in the data active = inhibition above about 32%;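 note: 0% = median of test compound wells and 100% = reference inhibitor wells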
FBW7 act = human FBW7 E3 ligase activation, primary screen | AlphaScreen FBW7–phospho-cyclin E peptide binding, activator screen | AID 1259310 | normalized activity (activation), % at 26.1 µM | 650,000 compounds, 0.13% hits; in the data active = normalized activity above about 1.9%;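 note: purified mutant Fbw7 with reduced substrate affinity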
Target sequence (Q969H0 whole entry, looked up): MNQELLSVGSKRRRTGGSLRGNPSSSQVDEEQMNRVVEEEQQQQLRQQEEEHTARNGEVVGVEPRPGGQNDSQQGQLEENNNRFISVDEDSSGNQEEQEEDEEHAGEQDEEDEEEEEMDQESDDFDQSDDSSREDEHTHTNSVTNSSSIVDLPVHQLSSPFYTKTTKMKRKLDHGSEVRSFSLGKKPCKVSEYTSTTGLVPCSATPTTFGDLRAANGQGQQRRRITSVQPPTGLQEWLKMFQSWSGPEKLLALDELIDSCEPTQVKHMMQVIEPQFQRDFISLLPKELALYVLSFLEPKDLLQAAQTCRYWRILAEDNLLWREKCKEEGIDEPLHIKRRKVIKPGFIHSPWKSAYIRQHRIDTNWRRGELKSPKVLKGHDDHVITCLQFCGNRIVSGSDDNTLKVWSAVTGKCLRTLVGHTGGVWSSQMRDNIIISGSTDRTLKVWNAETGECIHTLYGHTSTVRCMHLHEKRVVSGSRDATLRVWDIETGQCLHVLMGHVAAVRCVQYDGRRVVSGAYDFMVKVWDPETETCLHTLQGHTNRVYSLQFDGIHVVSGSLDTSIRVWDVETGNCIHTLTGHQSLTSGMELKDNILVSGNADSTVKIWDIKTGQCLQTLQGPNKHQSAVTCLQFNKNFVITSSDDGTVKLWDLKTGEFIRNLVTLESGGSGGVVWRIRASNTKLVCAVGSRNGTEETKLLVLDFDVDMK
MITF primary = inhibitors of human MITF | AlphaScreen MITF homodimerization, bead proximity signal | inhibition, % at 2.6 µM | 650,000 compounds, 0.91% hits; in the data active = inhibition above about 50%;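 note: 0% = vehicle wells with protein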
GPR151 activ = activators of human GPR151; Q8TDV0; PathHunter beta-arrestin GPR151 cells, luminescence; activation, % at 11.2 µM; 650,000 compounds, 1% hits; AID 1508602; in the data active = activation above about 4.9%;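 note: 0% = median of compound wells and 100% = cells with positive control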
Starred values were filed as active, the others as inactive; & = joins results of further samples; ! = repeats disagree.

SMILES	TEAD-YAP block	FBW7 act	MITF primary	GPR151 activ
Cc1nc(NCCN(C(C)C)C(C)C)c2nnn(Cc3ccccc3F)c2n1	-4	0.2	16	-2.9
Cc1ccc(CNn2cnnc2SCC(=O)NC(C)(C)C)cc1	11	-0.7	0	1.7
CC(=O)Oc1ccc2c(C)cc(=O)oc2c1C(=O)c1ccccc1	-3	0.1	2	-0.8
CCC(C)NC(=O)c1cc2nc(-c3ccc(Br)cc3)cc(C(F)(F)F)n2n1 (stereo not given)	1	0.0	2	0.1
CCOC(=O)c1ccc(CN(Cc2ccc(C)cc2)S(=O)(=O)c2ccccc2Cl)cc1	-3	0.6	12	-2.6
O=C(Nc1ccc(Oc2ccccc2)cc1)C1C2C=CC3(O2)C1C(=O)N(CC1CCCO1)C3C(=O)NC1CCCCC1 (stereo not given)	-9	-0.1	-10	0.1
CCOC(=O)c1cnc2ccc(OCC)cc2c1Nc1ccc(OC)c(Cl)c1	-12	0.1	4	0.4
O=c1c(-c2ccccc2NCc2ccccc2)nc2cc3ccccc3cc2n1Cc1ccccc1	8	-0.1	-7	0.8
O=C(NCCO)C(=O)Nc1cccc(Br)c1	0	0.3	16	-0.2
CCOC(=O)N1CCN(CCC(=O)Nc2ccc(Cl)cc2)CC1	4	0.2	0	0.0
CCn1c(CSc2nc(C)cc(=O)[nH]2)nc2ccccc21	-9	-0.6	1	-0.3
Cc1n[nH]c(=O)n1Cn1c(C)n[nH]c1=O	-5	0.1	-9	-2.1
CN(C)P(=N/N=N/c1nc2ccccc2s1)(N(C)C)N(C)C	-3	0.0	-7	-0.8
COc1cc(N2C(=O)c3ccccc3C2=O)c(Cl)cc1C(=O)O	-5	0.2	-6	0.6
Cn1cnn(CN2CC3(C)CC2CC(C)(C)C3)c1=S (stereo not given)	-6	-0.1	0	-2.6
C=CCn1c(-c2cccnc2)n[nH]c1=S	4	0.0	10	0.1
CCC1Sc2cc(S(=O)(=O)CCC(=O)NCc3cccc(OC)c3)ccc2NC1=O (stereo not given)	13	-0.2	8	1.5
COc1ccc(NC(=O)c2oc3ccccc3c2NC(C)=O)cc1	-4	0.2	-1	-0.3
N/C(=N\OC(=O)c1cccc(Cl)c1)c1ccccc1	2	-0.1	-6	1.6
COC1CCN(C(=O)CC2C(=O)NCCN2Cc2cccc(Oc3ccccc3)c2)CC1 (stereo not given)	1	0.0	-5	-0.2
CN(Cc1ccc(OCC(O)CN2CCc3ccccc3C2)cc1)Cc1cnccn1 (stereo not given)	4	0.1	-4	-0.6
COc1ccc(NC(=O)CNC(=O)c2cccc(C)c2)cc1	-8	-0.1	-5	8.1*
CC(=O)NNC(=O)CSc1nc(C)nc2sc3c(c12)CCCC3	-30	-0.3	-1	-0.4
CN(C)c1ccc(-c2cnc3ccc(NCCc4ccccn4)nn23)cc1	29	0.5	31	-0.7
CC(C)C(NS(=O)(=O)c1ccc(I)cc1)C(N)=O (stereo not given)	5	0.1	-1	0.5

Part of the list above, comma-delimited.
Compound,TEAD-YAP block,FBW7 act,MITF primary,GPR151 activ
Cc1ccc(CNn2cnnc2SCC(=O)NC(C)(C)C)cc1,11,-0.7,0,1.7
CC(=O)NNC(=O)CSc1nc(C)nc2sc3c(c12)CCCC3,-30,-0.3,-1,-0.4
CN(C)c1ccc(-c2cnc3ccc(NCCc4ccccn4)nn23)cc1,29,0.5,31,-0.7
CCn1c(CSc2nc(C)cc(=O)[nH]2)nc2ccccc21,-9,-0.6,1,-0.3
Cc1n[nH]c(=O)n1Cn1c(C)n[nH]c1=O,-5,0.1,-9,-2.1
C=CCn1c(-c2cccnc2)n[nH]c1=S,4,0.0,10,0.1

(list continues)
SMILES	TEAD-YAP block	FBW7 act	MITF primary	GPR151 activ
CC(C)(C)OC(=O)N1CCC(c2nc3c(nnn3Cc3ccccc3)c(=O)[nH]2)CC1	-1	-0.2	2	-2.3
CCOc1ccc(NC2CCN(C(C)=O)CC2)cc1	3	0.0	18	-2.1
COc1ccc(-c2nc3ccc(C)cc3[nH]2)cc1OC	-66	0.1	-4	-2.8
CC(=O)N(Cc1cccs1)Cc1cc2c(C)ccc(C)c2[nH]c1=O	5	-0.2	3	0.3
CCCNc1ccc(S(N)(=O)=O)cc1N	-13	0.3	-9	-1.3
COc1ccccc1NC(=O)c1cc2cc([N+](=O)[O-])ccc2oc1=O	4	0.3	17	-1.8
COc1ccc(C2(C(=O)NC(C)c3nc(-c4ccncc4)n[nH]3)CC2)cc1 (stereo not given)	64*	-0.1	-4	-0.3
Cc1ccccc1OC(C)C(=O)NC1CCCC1 (stereo not given)	8	-0.1	-17	-1.0
CCCn1c(=O)n(CC(N)=O)c(=O)c2c1nc(C(F)(F)F)n2CCOC	3	0.0	2	-0.1
CCOc1cc(/C=C2/C(=N)N3N=C(C(C)C)SC3=NC2=O)ccc1OCCOc1c(C)cccc1C	19	-0.1	7	1.4
Cc1cccc(C)c1NC(=O)CCS(=O)(=O)c1ccc2c(c1)n(C)c(=O)c(=O)n2C	-2	0.8	10	-0.5
COc1ccc(CCN=C(N)NS(=O)(=O)c2ccccc2)cc1	1	0.1	2	3.2
COc1ccc(C(=O)N2CC3(C)CC2CC(C)(C)C3)c(OC)n1 (stereo not given)	5	0.1	0	2.9
CC(C)(C)c1c[n+](-c2ccccc2)c2n1CCS2	6	0.3	15	-0.6
COc1ccc2nc3sc(C(=O)NCCc4ccccc4)c(N)c3cc2c1	-23	1.8	-8	1.7
Cc1nonc1OC(C)CNc1ccc([N+](=O)[O-])c(NCCOc2ccccc2)c1 (stereo not given)	2	-0.1	-3	0.3
Clc1ccccc1C(c1ccccc1)(c1ccccc1)n1ccnc1	0&3&1	0.1&0.2&-0.1&-0.1	-14&2&-18&15	6.9*!
COc1ccc(Br)cc1C1=N/C(=C\c2cccc(Cl)c2)C(=O)O1	-8	-0.1	-8	2.2
CC(=O)Nc1ccc(Nc2nc(-c3c(C)nn(C)c3C)nc3c2ncn3Cc2ccc(C(F)(F)F)cc2)cc1	-4	0.0	6	3.4
O=C(NNC(=O)c1ccc(Cl)cc1O)Nc1cccc(F)c1	2	0.1	17	-1.1
COc1ccc(NC(=S)Nc2ccc(C(C)=O)cc2)cc1	-20	-0.2	8	-0.1
CCOC(=O)CC1CCCCN1C(=O)c1cc(Cc2ccc(F)cc2)no1 (stereo not given)	-40	0.1	7	0.5
COc1ccc(NC(=O)Nc2cc(C(C)(C)C)on2)cc1OC	6	-0.2	-1	2.4
CCCCN1C(=O)C(O)=C(C(C)=O)C1c1ccccc1[N+](=O)[O-] (stereo not given)	3	0.1	12	-0.3
CCOC(=O)c1c(C(F)(F)F)nc2ncccn12	-2	-0.1	11	-1.9

Quoted at random: three compounds from above.
SMILES	TEAD-YAP block	FBW7 act	MITF primary	GPR151 activ
C=CCn1c(-c2cccnc2)n[nH]c1=S	4	0.0	10	0.1
CC(=O)N(Cc1cccs1)Cc1cc2c(C)ccc(C)c2[nH]c1=O	5	-0.2	3	0.3
Cc1ccccc1OC(C)C(=O)NC1CCCC1 (stereo not given)	8	-0.1	-17	-1.0

The list goes on.
SMILES	TEAD-YAP block	FBW7 act	MITF primary	GPR151 activ
CCNC(=O)COc1ccc(C(C)(C)C)cc1Br	-57	-0.1	-2	1.6
CCOC(=O)c1c(N)sc(C(C)=O)c1C	-11	-0.1	-11	-0.6
CC(C)n1cnc2c(NCCN3CCOCC3)nc(-c3cccs3)nc21	12	0.0	9	-1.9
Cc1ccc(N2C(=O)C3C(c4cccc(Br)c4)OC4(C(=O)c5ccccc5C4=O)C3C2=O)cc1Cl (stereo not given)	6	0.1	-8	2.8
CCOC(=O)c1[nH]c2ccc(Br)cc2c1N=C(C)N(C)C	4	-0.2	3	-1.0
CC(C)N(Cc1ccccc1)S(=O)(=O)c1ccc2c(c1)oc(=O)n2C	16	0.0	5	1.7
CCCCN1C(=O)C2ON(c3ccccc3)C(c3ccc(N(C)C)cc3)C2C1=O (stereo not given)	12	0.7	-6	-0.5
CCOc1ccc(-n2c(SCc3nc4ccccc4[nH]3)nc3sc4c(c3c2=O)CCCC4)cc1	14	0.1	1	1.1
CC1(C)CC2(CCO1)OC(=O)CC2C(=O)O (stereo not given)	10	0.1	11	1.2
CC(=O)Oc1ccc2c(c1)OC(c1ccccc1)CC21CC(C)(C)NC(=S)N1 (stereo not given)	-1	0.6	7	0.0
Cc1ccccc1NC(=O)c1cnn2cccnc12	-48	0.1	-8	-2.2
O=C(On1c(-c2ccc(Br)cc2)nc2ccccc2c1=O)c1ccc(Cl)c(Cl)c1	-8	0.0	6	-1.4
Clc1nc(NCc2cccnc2)c2ncn(-c3ccccc3)c2n1	-3	0.2	-2	-1.4
CNC(=O)C1CN(Cc2ccc3c(c2)OCO3)CCN1S(C)(=O)=O (stereo not given)	9	-0.1	4	-0.7
O=C(O)CCc1ccc(-c2ccc(Br)cc2)o1	-4	0.1	56*	-2.0
Cc1ccc(-c2c(NCc3ccccc3)c(=O)c2=O)cc1C	-10	-0.1	-5	-2.2
O=C(O)CC(NC(=O)c1cccc(Br)c1)c1ccc(F)cc1 (stereo not given)	3	0.1	6	1.9
O=C(Nc1ccc(OC(F)(F)F)cc1)c1[nH]ncc1[N+](=O)[O-]	-11	0.4	15	-2.7
Cc1ccc(NC(=O)Cn2ccc([N+](=O)[O-])n2)cc1Cl	22	-0.1	5	0.4
CCOC(=O)c1cnc2cc(C(F)(F)F)ccc2c1Nc1ccc(C(C)C)cc1	-11	-0.1	-5	-0.3
COc1ccccc1C(=O)OCC(=O)c1cccc([N+](=O)[O-])c1	8	0.0	-2	-0.3
O=C(CCCn1c2ccccc2c(=O)c2ccccc21)NCc1ccc(F)cc1	11	0.3	15	-0.5
O=C(C1=CNCCC1)c1ccccc1	8	0.0	-14	1.6
CC(C)(CO)NCC(O)COc1ccc(-c2ccccc2)cc1 (stereo not given)	8	0.0	5	2.5
CCCCN(CC)C(=O)c1ccccc1I	1	0.0	4	0.5
Remaining list, next part.
SMILES	TEAD-YAP block	FBW7 act	MITF primary	GPR151 activ
CC1CCCC(C)N1S(=O)(=O)c1ccc(S(=O)(=O)N(C)C)cc1 (stereo not given)	-4	0.0	15	0.0
O=C(O)CCC(=O)Nc1nc(-c2cc3c(ccc4ccccc43)oc2=O)cs1	5	-0.2	-5	-0.8
CCOC(=O)CSC1=Nc2ccccc2C2=NC(C(C)C)C(=O)N12 (stereo not given)	-10	0.1	2	1.3
COc1ccc(C(=O)COC(=O)C(Cc2ccccc2)N2C(=O)C3C4C=CC(C4)C3C2=O)cc1 (stereo not given)	3	0.6	21	0.0
Cc1ccccc1CSc1nc2c(sc(=S)n2-c2ccccc2C)c2nc3ccccc3n12	11	0.2	3	-0.7
C=CCN(CC=C)S(=O)(=O)c1ccc(C(=O)N2CCCc3ccccc32)cc1	-3	-0.1	-16	-0.8
COc1cccc(-n2nc(C(=O)N(C)c3ccc(Cl)cc3)c3ccccc3c2=O)c1	14	0.1	-8	0.2
CN(C)S(=O)(=O)N1CCN(c2ccc(N3CCCC3)nn2)CC1	-50	0.0	13	-3.6
CC(O)Cn1c(N/N=C/c2ccncc2)nc2c1c(=O)[nH]c(=O)n2C (stereo not given)	11	0.0	16	0.1
O=C(Cn1c(=O)n(-c2ccccc2)c(=O)c2oc3ccccc3c21)NCC1CCCO1 (stereo not given)	9	0.0	5	1.0
CN(C)CCNC(=O)c1ccccc1Br	-8	-0.4	-7	1.0
Cc1ncc(CN2CCCC(C(=O)Nc3cccc(-n4cccn4)c3)C2)s1 (stereo not given)	1	-0.1	-13	-0.9
Cc1ccc2cc(CCNC(=O)COc3ccc(Cl)cc3)c(=O)[nH]c2c1C	15	0.6	0	0.4
CCOC(=O)N1CCN(c2c(CN3CCCC3)c(=O)oc3ccccc23)CC1	7	0.2	-14	-0.7
CC(C)CC(Nc1ncnc2c1oc1ccccc12)C(=O)O (stereo not given)	-4	0.0	5	-1.7
COC(=O)c1ccc(NC(=O)COc2ccc3c(c2)CCCC3)cc1	1	0.3	-16	2.3
COC(=O)/C=C(/Nc1ccc([N+](=O)[O-])cc1)C(=O)OC	0	-0.1	-8	0.2
COC(=O)CSc1nc2ccc(NC(=O)CSc3nnnn3C)cc2s1	14	0.2	15	1.6
Cn1c(NC(=O)c2cccc(Cl)c2)cc(=O)n(C)c1=O	5	0.6	13	1.8
Cc1cccc(OCc2nnc(SCC(=O)Nc3nnc(C)s3)n2C)c1	7	0.0	22	-0.8
CCC(=O)NC(c1nnc2n1CCN(Cc1cc(OC)c(OC)c(OC)c1)CC2)C(C)C (stereo not given)	0	-0.1	-5	2.8
Cc1cc(NC(=O)C2CCCN2S(=O)(=O)c2cccc3nsnc23)no1 (stereo not given)	-4	0.0	10	2.2
COc1ccc(N=Cc2c(O)[nH]c(=O)[nH]c2=O)cc1	6	0.0	-1	-0.2
N#Cc1ccc(NC(=O)CSc2nnc(-c3ccc(F)cc3)o2)cc1	-1	0.7	-8	-0.2
CN(C)c1ccc2c(c1)OC(N)=C(C#N)C2c1ccc(C(F)(F)F)cc1 (stereo not given)	9	-0.3	-9	1.5
Cn1c(NCCN(CCO)CCCc2ccc([N+](=O)[O-])cc2)cc(=O)n(C)c1=O	3&3	0.4&0.3	10&12	-2.0&-0.1
COc1ccc(Cc2nnc(NC(=O)Nc3ccccc3)s2)cc1OC	-54	0.0	-5	-1.0
O=C(C1CCC1)N1CCC(Cn2nc(-c3cccs3)ccc2=O)CC1	-5	-0.1	-10	1.5
